# Screening data as filed in PubChem BioAssay.
# Rab9 prom act = qHTS Assay for Rab9 Promoter Activators. Potency, µM (highest dose often 9.22 µM), without a hit: at the top dose activation, negative = inhibition, hits mostly activators. Huh7 Rab9 promoter-luciferase reporter, luminescence, 24 h. 320,000 tested, 2.8% active; further: % of control where 0% means no effect; nearly all actives have a fitted effect of over 60% in size
#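 Promoter activation is measured as luciferase luminescence in Huh7 cells stably transfected with a Rab9 promoter–luciferase construct, following 24 h compound exposure at 37 °C and 10 min reagent incubation at ambient temperature.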
# VP16 counter = VP16 counterscreen qHTS for inhibitors of ROR gamma transcriptional activity | Potency, µM (titrated, usually from 53.6 µM), for inactives: top-dose activity, negative = inhibition, hits mostly inhibitors | Drosophila S2 Gal4-VP16 UAS-luciferase, luminescence, 20 h | AID 2546, 2010 | 310,000 tested, 3.5% active;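 further: Gal4-VP16 expression switched on by copper sulfate through the metallothionein promoter; on the % scale 0 is the no-effect control and ±100 the full control effect; nearly all actives have a fitted effect of over 50% in size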
# NPC1 prom act = qHTS Assay for NPC1 Promoter Activators | Potency, µM (top dose mostly 9.22 µM), for the others: at the top dose activation, actives largely listed as activators | 320,000 tested, 2.4% active | Huh7 NPC1 promoter luciferase reporter, 24 h;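 further: % of control where 0% means no effect; nearly all actives have a fitted effect of over 60% in size; reporter is driven by a mutant NPC1 promoter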
#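 Stably transfected Huh7 (NPC1 promoter→luciferase), 1500 cells/well in Opti-MEM + 10% FBS, 2 h settle, then compound 24 h at 37 °C. Luminescence after 10 min with Amplite reagent.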
# BRCA1 expr up = qHTS Assay to Identify Small Molecule Activators of BRCA1 Expression; Potency, µM (doses to about 46.1 µM), inactives show at the highest dose activation, hits mostly activators; MCF7-BRCA1-FFLuc reporter, luminescence, 48 h; response scale: scaled: vehicle 0%, 10 µM genistein 100%; AID 624202, 2012; 380,000 tested, 1.1% active; further: nearly all actives have a fitted effect of over 80% in size; some results filed as inactive show a strong effect at the top dose
#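 Cells: MCF7-BRCA1-FFLuc, 2000/well. Exposure: 48 h, 37 °C, 5% CO2. Read: luminescence, 15 min post-substrate. Controls: genistein 10 microM (maximal activation), DMSO (neutral).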
# MBNL1-CUG inh = qHTS Assay for Inhibitors of MBNL1-poly(CUG) RNA binding; Muscleblind-like protein 1 (Homo sapiens), Q9NR56; TR-FRET MBNL1-His/biotin-(CUG)12 binding, 665/545 ratio; Potency, µM (series often up to 57.5 µM), inactives show at the highest dose activity change, negative = inhibition, actives largely listed as inhibitors; 280,000 tested, 0.036% active; AID 2675, 2010; active means well fitted inhibition curve with a large enough effect in the signal ratio, with a control signal flat, not every such curve was filed as active; inconclusive means small, poorly fitted or top-dose-only effect, or effect the other way, or a change in a side signal; inactive means no such curve, though single readings can be large or run the other way; the % refers to the signal ratio; further: on the % scale 0 is the no-effect control and ±100 the full control effect
# Target sequence (Q9NR56 whole entry, looked up): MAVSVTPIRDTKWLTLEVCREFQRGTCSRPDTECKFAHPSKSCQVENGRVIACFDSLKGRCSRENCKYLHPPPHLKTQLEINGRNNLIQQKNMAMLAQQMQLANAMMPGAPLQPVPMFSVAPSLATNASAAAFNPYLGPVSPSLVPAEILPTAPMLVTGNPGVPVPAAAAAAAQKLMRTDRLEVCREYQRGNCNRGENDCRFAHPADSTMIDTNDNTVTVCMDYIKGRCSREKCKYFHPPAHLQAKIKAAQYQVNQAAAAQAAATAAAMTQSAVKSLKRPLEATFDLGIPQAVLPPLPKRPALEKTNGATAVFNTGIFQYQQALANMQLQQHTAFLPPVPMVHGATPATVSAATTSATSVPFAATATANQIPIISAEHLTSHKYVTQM
#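 His-tagged MBNL1 binding to biotinylated (CUG)12 RNA was measured by TR-FRET using terbium anti-His antibody (0.055 ng/ul final) and streptavidin-XL665 (5 nM final). Compounds were titrated 92 nM to 58 uM; 60 min at room temperature.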
# FLuc counter = qHTS profiling assay for firefly luciferase inhibitor/activator using purifed enzyme and Km concentrations of substrates (counterscreen for miR-21 project). Potency, µM (top dose mostly 57.5 µM), without a hit: at the top dose activity change, negative = inhibition, most hits filed as inhibitors. 360,000 tested, 6.9% active. Luciferin 4-monooxygenase (Photinus pyralis), P08659. purified FLuc, Km substrates, luminescence inhibition;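 further: plate controls were vehicle for no effect and reference inhibitor for full effect; nearly all actives have a fitted effect of over 55% in size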
# Target sequence (P08659 whole entry, looked up): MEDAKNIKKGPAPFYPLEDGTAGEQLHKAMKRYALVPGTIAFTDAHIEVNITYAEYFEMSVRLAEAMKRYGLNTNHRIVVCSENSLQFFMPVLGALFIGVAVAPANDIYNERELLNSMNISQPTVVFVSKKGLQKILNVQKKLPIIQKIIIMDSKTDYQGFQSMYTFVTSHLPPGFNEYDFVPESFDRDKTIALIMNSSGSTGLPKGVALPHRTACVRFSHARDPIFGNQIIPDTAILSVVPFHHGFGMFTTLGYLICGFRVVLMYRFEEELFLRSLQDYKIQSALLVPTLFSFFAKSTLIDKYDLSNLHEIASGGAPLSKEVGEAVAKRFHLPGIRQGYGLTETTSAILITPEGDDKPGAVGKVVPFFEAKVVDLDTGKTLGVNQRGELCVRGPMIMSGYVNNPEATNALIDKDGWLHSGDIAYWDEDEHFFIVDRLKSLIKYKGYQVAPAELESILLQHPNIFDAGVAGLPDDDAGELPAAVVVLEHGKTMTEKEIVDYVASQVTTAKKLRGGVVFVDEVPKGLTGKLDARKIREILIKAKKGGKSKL
#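 Purified P. pyralis luciferase, 10 nM final, with Km-level 10 uM D-luciferin and 10 uM ATP in 50 mM Tris acetate pH 7.5, 10 mM Mg acetate, 0.01% Tween-20, 0.05% BSA; 6-point qHTS titration about 60 µM downward; luminescence read.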
# RORgamma inh = qHTS for inhibitors of ROR gamma transcriptional activity; Potency, µM (doses to about 53.6 µM), for the others: at the top dose activity change, negative = inhibition, most hits filed as inhibitors; Drosophila S2 Gal4-RORgamma UAS-luciferase reporter, 20 h; Nuclear receptor ROR-gamma (Mus musculus), P51450; 310,000 tested, 5.4% active; further: on the % scale 0 is the no-effect control and ±100 the full control effect; nearly all actives have a fitted effect of over 60% in size
#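 Compounds are pin-transferred onto Drosophila Schneider cells expressing a copper-inducible Gal4–ROR gamma transactivation domain fusion. After 1 hr, copper sulfate is added to 700 uM final; luciferase is read 20 hr later.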
# p53 reactivation = qHTS assay for re-activators of p53 using a Luc reporter; H1299 p53-A138V BP100-luciferase reporter, luminescence, 24 h; Potency, µM (titrated, usually from 92.2 µM), for the others: at the top dose activity change, positive = activation, usual class: activators; 320,000 tested, 0.063% active; AID 504706, 2011; further: % of control where 0% means no effect; nearly all actives have a fitted effect of over 45% in size
#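 p53-null H1299 cells stably carrying temperature-sensitive p53-A138V and a BP100-luciferase reporter were pinned with compounds (4-point, 1:5 series) and held 24 hrs at 37 deg C. Luminescence was read 10 min after detection reagent.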
# ELG1 genotoxic = qHTS screen for small molecules that induce genotoxicity in human embryonic kidney (HEK293T) cells expressing luciferase-tagged ELG1; HEK293T ELG1-luciferase reporter, luminescence, 16 h; Potency, µM (series often up to 46 µM), for inactives: top-dose activity change, positive = activation, usual class: activators; 330,000 tested, 1.3% active; AID 504466, 2011; further: % of control where 0% means no effect; nearly all actives have a fitted effect of over 60% in size
#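 HEK293T cells expressing luciferase-tagged ELG1 were treated with compound or DMSO for 16 hr at 37°C. Luciferase activity was then read after 30 min with ONE-Glo at room temperature; rising signal flags genetic stress.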
# uPA surface inh = qHTS for Inhibitors of Cell Surface uPA Generation; AID 540303, 2011; cell surface uPA generation assay, qHTS; Potency, µM (titrated, usually from 38.3 µM), for the others: at the top dose activity change, negative = inhibition, usual class: inhibitors; 330,000 tested, 0.31% active; active means well fitted inhibition curve with a large enough effect; inconclusive means small, poorly fitted or top-dose-only effect; inactive means no such curve, though single readings can be large or run the other way; tested in mouse RAW 264.7 cells; further: on the % scale 0 is the no-effect control and ±100 the full control effect; nearly all actives have a fitted effect of over 55% in size
# An asterisk follows results filed as active; ? = inconclusive; . = not tested or not shown; [ ] = another dose, or the depositor's remark. Unless noted, the call rests on the fitted dose curve; in most records, active means well fitted curve in the direction sought with a large enough effect; inconclusive means small, poorly fitted or top-dose-only effect, or another doubt; inactive means no such curve, though single readings can be large; an effect the other way counts as inactive or inconclusive. Potency means the concentration at half of the fitted maximal effect.
SMILES,Rab9 prom act,VP16 counter,NPC1 prom act,BRCA1 expr up,MBNL1-CUG inh,FLuc counter,RORgamma inh,p53 reactivation,ELG1 genotoxic,uPA surface inh
O=C(Nc1cccc(S(=O)(=O)N2CCOCC2)c1)C1CCCN(C(=O)c2ccc(Cl)cc2)C1 (stereo not given),-5.7%,-18.1%,-2.9%,-17.5%,-1.8%,8.7%,?,-5.1%,-5.5%,-0.7%
Fc1ccc(-c2csc(Nc3ccccn3)n2)c(F)c1,2.82µM*,.,1.58µM*,24.9%,?,0.601µM*,.,.,?,?
CC(NC(=O)c1ccc2c(c1)OCCO2)c1ccc(S(N)(=O)=O)cc1 (stereo not given),-0.6%,3.2%,2.7%,18.6%,-7.2%,-2.2%,25.2%,4.9%,5.8%,-3.0%
CCc1nnc(NC(=O)CSc2nnc(-c3ccco3)n2C)s1,3.6%,-5.2%,1.3%,20.2%,-0.8%,2.0%,3.0%,-1.8%,-1.3%,.
Cc1nc2ccccc2n1C1CC(=O)N(N(C)C)C1=O (stereo not given),-8.0%,4.8%,-2.5%,21.7%,-4.2%,-0.9%,-15.3%,-2.8%,-0.6%,4.5%
COCCC(=O)N1CCC(Oc2ccc(C(=O)N3CCCCCCC3)cc2)CC1,2.2%,1.9%,0.7%,-16.6%,2.6%,2.2%,41.6%,0.1%,-0.9%,-4.1%
O=C(Cc1ccccc1)Nc1cc([N+](=O)[O-])ccc1N1CCOCC1,-4.4%,-7.3%,-3.2%,-1.7%,?,6.0%,18.0%,8.6%,-5.6%,7.6%
COc1ccccc1NS(=O)(=O)c1ccc(C)c(C(=O)NCc2cccnc2)c1,-3.5%,.,-1.3%,10.3%,.,2.6%,.,0.1%,-3.7%,-1.6%
Cc1ccc(/C=C(\C#N)C(=O)Nc2cccc3ncccc23)o1,4.9%,?,3.8%,10.7%,.,?,?,18.4%,0.3%,-2.4%
Cn1cccc1/C=C1\CC(C(C)(C)C)C/C(=C\c2cccn2C)C1=O (stereo not given),-18.9%,5.01µM*,-22.5%,-53.5%,-5.6%,-0.6%,?,5.2%,-13.5%,3.3%
O=C(Cc1cccs1)N1CCN(S(=O)(=O)c2cc(Cl)ccc2Cl)CC1,-2.5%,.,2.3%,-15.5%,.,2.7%,.,2.3%,-0.4%,3.0%
COc1ccc(C2NC(=O)NC3=C2CCc2ccccc23)cc1 (stereo not given),-2.6%,0.4%,-0.3%,-71.2%,?,?,5.7%,0.9%,3.8%,-12.6%
O=C(Nc1cccc(S(=O)(=O)NC2=NCCC2)c1)c1ccc(C(F)(F)F)cc1,.,.,.,-32.6%,.,.,.,1.4%,-2.8%,-2.5%
O=[N+]([O-])c1ccc(N2CCN(Cc3ccc([N+](=O)[O-])o3)CC2)cc1,5.1%,-0.9%,-1.3%,0.6%,?,-0.1%,46.2%,.,-4.2%,-4.8%
Cc1cccc(N2C(=N)SCC2=O)c1C,-1.5%,2.1%,-3.3%,0.3%,.,9.4%,-7.7%,-4.3%,-0.4%,-5.4%
Cc1ccc(C2=NS(=O)(=O)N(C)C(C(=O)NC3CCCC3)=C2)cc1,-9.3%,-4.5%,-0.1%,-7.3%,?,-1.4%,-0.5%,14.8%,2.5%,-7.1%
FC(F)(F)c1cc(C(F)(F)F)c2ccc(N3CCN(c4ccc(Cl)cc4)CC3)nc2n1,3.8%,-4.5%,-2.1%,-5.9%[1.84 µM],-6.9%,0.6%,13.9%,3.0%,-1.6%,0.2%
Fc1ccc2cnc(-c3ccccc3)c(-c3cccc(C(F)(F)F)c3)c2c1,2.2%,.,8.2%,11.3%,.,-14.4%,.,4.6%,-1.8%,-20.7%
COc1ccc2sc(NC(=O)c3ccco3)nc2c1,0.355µM*,?,0.501µM*,-14.6%,-6.2%,0.757µM*,10µM*,?,?,?
COc1ccc(CCNC(=O)CSc2nc(C)cs2)cc1,-0.2%,-5.6%,-0.5%,-8.8%,-1.3%,-1.7%,3.1%,-1.9%,6.1%,2.6%
Cc1ccc(OC(C)C(=O)Nc2ccc(Cl)cn2)c([N+](=O)[O-])n1 (stereo not given),.,.,.,-11.4%,.,.,.,5.8%,6.7%,-0.2%
Cc1nn2c(=O)cc(COC(=O)c3ccc(NC(=O)C(C)(C)C)cc3)nc2s1,-12.2%,-8.1%,-1.5%,14.7%,-1.5%,2.8%,10.3%,5.9%,-1.8%,-3.1%
O=C(NC(=S)Nc1ccccc1N1CCOCC1)c1ccc(-c2ccccc2F)o1,-1.7%,-8.7%,1.4%,-52.4%,-4.0%,2.5%,2.82µM*,-0.7%,-7.2%,5.5%
CC1=Nc2cc(C(=O)N3CCCC3)ccc2Sc2ccc(C)cc21,-0.6%,-2.6%,?,-10.9%,0.4%,-1.3%,13.6%,-4.2%,2.8%[9.26 µM],-0.8%
CCN(CC(=O)NCc1cccs1)C(=O)c1ccc(S(=O)(=O)N(CC)c2ccccc2)cc1,-2.5%,.,0.6%,-22.7%,.,3.3%,.,-2.9%,-2.5%,14.2%
CC(=O)Nc1ccccc1/C=C/c1ccc2c(C)cc(C)c(O)c2n1,14.3%,7.94µM*,3.5%,6.7%,-0.7%,0.1%,7.94µM*,-0.5%,3.7%,-0.3%
CC(=O)c1cc2c(cc1NC(=O)C1CC=CCC1C(=O)O)OCO2 (stereo not given),-7.8%,-4.7%,-3.0%,0.0%,-2.1%,0.9%,2.4%,-5.6%,-4.6%,1.9%
COc1ccc(NC(=O)c2ccco2)cc1NC(=O)c1cccc(OC(C)C)c1,0.5%,-9.2%,-1.0%,-21.4%,-8.3%,?,7.9%,0.4%,-9.6%,3.3%
Cc1cc(C)n(CC(=O)n2c(C)c(C)c3ccccc32)n1,-0.7%,-5.9%,-1.5%,0.9%,-1.7%,2.4%,17.3%,0.3%,0.5%,-2.5%
CC1(C)CC(=O)C2=C(C1)NC1=C(C(=O)c3ccccc31)C2c1cc([N+](=O)[O-])ccc1O (stereo not given),-1.2%,1.0%,4.2%,-48.1%,?,?,8.3%,-5.2%,1.1%,-3.2%
COc1ccc(COC(=O)c2ccc(S(=O)(=O)N3CCCCC3)cc2)cc1OC,-1.9%,.,-0.6%,-4.0%,.,.,.,20.7%,-0.8%,0.3%
COc1ccc(C2c3c(ccc4ccccc34)Oc3ncn4nc(CO/N=C/c5ccccc5)nc4c32)cc1 (stereo not given),-3.6%,10.4%,-4.0%,1.3%,-4.0%,1.6%,25.9%,9.7%,9.2%,5.2%
O=C(Nc1ccc(N2CCN(C(=O)C3CC3)CC2)cc1)c1cccs1,-4.8%,-2.4%,2.6%,47.5%,-7.9%,-13.9%,12.5%,?,0.1%,2.7%
CCOC(=O)C1Oc2ccccc2C(c2ccc(F)cc2)=C1C(=O)OC (stereo not given),.,3.2%,.,10.7%,.,.,23.6%,-2.6%,-0.6%,-5.7%
Cc1ccc(O)c(-c2cc(C(F)(F)F)[nH]n2)c1,-5.6%,-11.1%,-1.2%,-10.2%,-1.2%,-10.8%,?,14.9%,-6.7%,-1.7%
CCCCCCN1C(=O)C(O)=C(C(C)=O)C1c1ccccc1[N+](=O)[O-] (stereo not given),1.2%,-1.4%,-10.1%,-6.2%,28.0%,?,-1.6%,-3.8%,2.9%,-1.2%
CCOc1ccccc1Nc1nnc(SCC(=O)N(C)C2CCS(=O)(=O)C2)s1 (stereo not given),.,.,.,-1.4%,.,.,.,-8.8%,4.9%,-0.7%
Cc1ccc(NC(=O)Cn2nnc(C(=O)NCc3ccco3)c2N)cc1,3.7%,-2.6%,1.6%,-9.9%,-7.0%,-1.0%,-16.8%,4.7%,-8.8%,2.3%
Cc1ccc(C2=NS(=O)(=O)N(C)C(C(=O)Nc3cc(C)n(CC(=O)N4CCC(C)CC4)n3)=C2)cc1,-2.5%,-8.0%,-5.5%,-13.0%,?,-2.5%,13.5%,-3.3%,-5.7%,-9.0%
Cc1c(CC(=O)N2CCN(C(=O)C3COc4ccccc4O3)CC2)c(=O)oc2cc(O)cc(O)c12 (stereo not given),-1.4%,-6.0%,-8.1%,15.4%,21.6%,4.6%,-6.4%,-11.9%,0.9%[9.26 µM],4.0%

# A different layout for part of the listing above.
molecule	Rab9 prom act	VP16 counter	NPC1 prom act	BRCA1 expr up	MBNL1-CUG inh	FLuc counter	RORgamma inh	p53 reactivation	ELG1 genotoxic	uPA surface inh
Cc1c(CC(=O)N2CCN(C(=O)C3COc4ccccc4O3)CC2)c(=O)oc2cc(O)cc(O)c12 (stereo not given)	-1.4%	-6.0%	-8.1%	15.4%	21.6%	4.6%	-6.4%	-11.9%	0.9%[9.26 µM]	4.0%
CCOc1ccccc1Nc1nnc(SCC(=O)N(C)C2CCS(=O)(=O)C2)s1 (stereo not given)	.	.	.	-1.4%	.	.	.	-8.8%	4.9%	-0.7%
